MrgX1 agonist: agonists of human MrgX1 receptor. Q96LB2. MrgX1-HEK293 cells, Fluo-4 calcium fluorescence, agonist mode; stronger effect = higher value. B-score at 10 µM. 310,000 compounds, 0.44% hits;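 active = calcium response B-score plate-corrected fluorescence ratio at least 3 library SD, with starting fluorescence B-score inside 5 SD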
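Test system: HEK293 cells stably expressing human MrgX1 receptor; Input: fifteen thousand cells per well; Dosing: compound delivered in addition one of three; Schedule: overnight seeding, then 1 h dark dye loading; Technique: Fluo-4 NW calcium fluorescence; Measure: B-scored fluorescence response ratio; Controls: positive and negative controls per plate.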
TRPC6 act: mouse TRPC6 channel activation | Q61143 | HEK293-TRPC6 membrane potential dye fluorescence; stronger effect = higher value | B-score at 10 µM | 310,000 compounds, 0.13% hits;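 active = B-score of the integrated fluorescence ratio above library mean plus 3 SD, and starting fluorescence ratio within library mean plus 5 SD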;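 note: higher score means more depolarization so channel activation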
SKKanGAS inh: SKKanGAS growth inhibition | S. pyogenes SKKanGAS, kanamycin growth, BacTiter-Glo, 6 h | 300,000 compounds, 1.3% hits | AID 1662 | inhibition, % at 7.5 µM;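 active = mean replicate score, as percent of positive control median, at least 50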;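 note: strain carries kanamycin resistance gene driven by streptokinase promoter and grows in 40 µg/ml kanamycin; loss of luminescence reflects streptokinase promoter inhibition or plain growth inhibition; 0% = median of DMSO wells and 100% = positive control at its reference dose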
HDAC3 inhib: human HDAC3 inhibition. recombinant HDAC3, fluorogenic peptide/trypsin coupled, fluorescence. 320,000 compounds, 0.15% hits. inhibition, % at 8.3 µM; in the data active = inhibition above about 26%, passing the limit was not always enough
ANO1 activ: mouse TMEM16A channel activation, primary screen | Q8BHY3 | HEK293 TMEM16A/YFP-H148Q/I152L, iodide quench fluorescence; stronger effect = lower value | B-score at 10 µM | 340,000 compounds, 0.3% hits | AID 623877;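 active = fluorescence-ratio B-score plate-corrected deviation score at least 3 library SD below zero, with starting fluorescence score within 5 deviations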;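 note: channel opened by trigger with iodide after compound preincubation; score built on the fluorescence ratio of max minus min over baseline; more negative score means more quench and so TMEM16A activation or potentiation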
Target sequence (Q8BHY3 whole entry, looked up): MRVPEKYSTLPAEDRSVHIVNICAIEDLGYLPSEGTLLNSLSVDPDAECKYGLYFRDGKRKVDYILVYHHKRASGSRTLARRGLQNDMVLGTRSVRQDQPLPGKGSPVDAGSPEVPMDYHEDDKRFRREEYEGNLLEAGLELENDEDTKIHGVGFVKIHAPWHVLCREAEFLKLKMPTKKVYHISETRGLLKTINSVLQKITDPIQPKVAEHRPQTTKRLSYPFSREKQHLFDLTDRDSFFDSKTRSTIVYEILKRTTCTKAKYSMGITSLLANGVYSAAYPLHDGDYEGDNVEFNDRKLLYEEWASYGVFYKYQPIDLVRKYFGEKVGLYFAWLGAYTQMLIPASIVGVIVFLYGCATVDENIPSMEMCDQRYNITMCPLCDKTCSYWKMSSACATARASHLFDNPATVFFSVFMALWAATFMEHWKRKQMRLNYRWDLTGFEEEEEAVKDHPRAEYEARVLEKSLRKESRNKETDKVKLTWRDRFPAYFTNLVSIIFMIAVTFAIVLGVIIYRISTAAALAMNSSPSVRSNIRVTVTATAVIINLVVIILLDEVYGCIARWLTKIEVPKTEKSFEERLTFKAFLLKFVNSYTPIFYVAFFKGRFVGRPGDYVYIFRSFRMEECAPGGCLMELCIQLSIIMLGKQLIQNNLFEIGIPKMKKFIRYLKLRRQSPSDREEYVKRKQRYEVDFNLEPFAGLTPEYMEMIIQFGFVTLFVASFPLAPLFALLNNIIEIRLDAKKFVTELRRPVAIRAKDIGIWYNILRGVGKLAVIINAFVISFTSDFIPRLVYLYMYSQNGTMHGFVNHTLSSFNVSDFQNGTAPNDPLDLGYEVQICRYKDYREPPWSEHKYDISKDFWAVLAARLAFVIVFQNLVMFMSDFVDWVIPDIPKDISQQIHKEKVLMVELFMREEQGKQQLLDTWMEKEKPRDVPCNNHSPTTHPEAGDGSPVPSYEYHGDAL
ANO1 block: inhibitors of mouse TMEM16A calcium-activated chloride channel; Q8BHY3; HEK293 TMEM16A/YFP iodide influx fluorescence, ionomycin; normalized B-score (activity score, 25-100; higher = stronger inhibition) at 10 µM; 310,000 compounds, 1.2% hits;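 active = ratio plate-corrected score three or more library SD toward inhibition, starting fluorescence score within five deviations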;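 note: score derived from kinetic fluorescence span divided by baseline fluorescence per well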
RGS4 block: inhibitors of human RGS4. HEK293 M3R/RGS4 inducible, Fluo-4 calcium flux; stronger effect = higher value; triggered by carbachol at its EC20. B-score at 10 µM. 310,000 compounds, 0.45% hits. AID 463165;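 active = B-score, a plate-corrected calcium signal, over three deviations above library mean, with baseline fluorescence within five deviations of library mean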;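 note: RGS4 expression induced by doxycycline in cells with stable M3 receptor; B-score is computed from the integrated fluorescence ratio over baseline after carbachol; higher B-score means a larger calcium signal and so more RGS4 inhibition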
RGS4 act: RGS4 potentiation or activation | HEK293 M3R/inducible RGS4, carbachol calcium flux Fluo4; stronger effect = lower value | B-score at 10 µM | 310,000 compounds, 0.92% hits;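 active = B-score of the integrated calcium signal more than 4 SD below the library mean, with starting fluorescence not abnormally high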;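 note: negative B-score means reduced calcium response which marks RGS4 activation or potentiation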
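System: HEK293 FlpIn-TREx cells, stable M3R, doxycycline-inducible RGS4. Timing: overnight RGS4 induction, 30 min dye load 37 °C, 20 min compound RT. Also added: carbachol, ECmax concentration. Measured by: Fluo4 fluorescence kinetic imaging of calcium. Evaluation: integrated calcium ratio converted to B score.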
TRPC6 inh: inhibitors of mouse TRPC6 channel; Q61143; HEK293-TRPC6, membrane potential dye, ACh-evoked depolarization; stronger effect = lower value; B-score at 10 µM; 310,000 compounds, 1.1% hits;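 active = B-score under library mean minus 3 SD, initial fluorescence not abnormally high, positive integrated signal ratio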;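 note: B-score derived from integrated fluorescence ratio over the kinetic read; more negative B-score means stronger inhibition of depolarization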
MrgX1 allo act: human MrgX1 positive allosteric modulation, primary screen; Q96LB2; MrgX1-HEK293, Fluo-4 calcium flux, FDSS; stronger effect = higher value; B-score at 10 µM; 310,000 compounds, 0.63% hits;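 active = plate-corrected calcium response at least 3 library SD above typical, normal starting fluorescence, not activating the receptor alone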;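 note: compound read alongside a low EC10 to EC30 dose of BAM8-22 agonist; peak minus trough fluorescence over baseline measured at the second addition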
MrgX1 antag: human MrgX1 receptor antagonism, primary screen; B-score at 10 µM; 310,000 compounds, 1.3% hits; Q96LB2; MRGX1-HEK293 calcium flux, Fluo-4, BAM8-22 antagonism; stronger effect = lower value;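 active = calcium-response B-score plate-corrected more than 3 library SD below zero, starting fluorescence within 5 deviations, no agonist response on first addition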;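 note: peak minus trough fluorescence over baseline after final BAM8-22 challenge near maximal dose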
* = called active by the depositor; i = inactive; · = not tested or not shown.

Sample of the layout:
cpd | Structure | MrgX1 agonist | TRPC6 act | SKKanGAS inh | HDAC3 inhib | ANO1 activ | ANO1 block | RGS4 block | RGS4 act | TRPC6 inh | MrgX1 allo act | MrgX1 antag
1 | CCCCCC(=O)N/N=C/c1cc(Br)c(O)c(OC)c1 | i | i | -0.7 | -5.3 | i | i | i | i | i | i | i
2 | Cc1c(Cl)c([N+](=O)[O-])nn1CCCC(=O)Nc1cc(Oc2ccccc2)cc([N+](=O)[O-])c1 | i | i | 6.4 | 3.6 | i | i | i | i | i | i | i
3 | Cc1ccc(-c2ccc(=O)n(CCC(=O)N3CCN(c4cccc(C)c4)C(C)C3)n2)cc1 (centres undefined) | i | i | 1.9 | 0.8 | i | i | i | i | i | i | i
4 | CCCN(C(=O)c1ccco1)c1nnc(-c2cccc(C)c2)s1 | i | i | 1.9 | 6.8 | i | i | i | i | i | i | i
5 | COc1ccc(C(=O)Nc2nnc(S(=O)(=O)Cc3ccccc3)s2)cc1 | i | i | 1.5 | -0.7 | i | i | i | i | i | i | i
6 | COC(=O)c1ccc(C(C(=O)NC2CCCCC2)N(Cc2ccc(F)cc2)C(=O)Cc2cccs2)cc1 (centres undefined) | i | i | 18.2 | -2.1 | i | i | i | i | i | i | i

The listing (from the top)
cpd | Structure | MrgX1 agonist | TRPC6 act | SKKanGAS inh | HDAC3 inhib | ANO1 activ | ANO1 block | RGS4 block | RGS4 act | TRPC6 inh | MrgX1 allo act | MrgX1 antag
1 | CCCCCC(=O)N/N=C/c1cc(Br)c(O)c(OC)c1 | i | i | -0.7 | -5.3 | i | i | i | i | i | i | i
2 | Cc1c(Cl)c([N+](=O)[O-])nn1CCCC(=O)Nc1cc(Oc2ccccc2)cc([N+](=O)[O-])c1 | i | i | 6.4 | 3.6 | i | i | i | i | i | i | i
3 | Cc1ccc(-c2ccc(=O)n(CCC(=O)N3CCN(c4cccc(C)c4)C(C)C3)n2)cc1 (centres undefined) | i | i | 1.9 | 0.8 | i | i | i | i | i | i | i
4 | CCCN(C(=O)c1ccco1)c1nnc(-c2cccc(C)c2)s1 | i | i | 1.9 | 6.8 | i | i | i | i | i | i | i
5 | COc1ccc(C(=O)Nc2nnc(S(=O)(=O)Cc3ccccc3)s2)cc1 | i | i | 1.5 | -0.7 | i | i | i | i | i | i | i
6 | COC(=O)c1ccc(C(C(=O)NC2CCCCC2)N(Cc2ccc(F)cc2)C(=O)Cc2cccs2)cc1 (centres undefined) | i | i | 18.2 | -2.1 | i | i | i | i | i | i | i
7 | CN(C)CCNc1ccc(-c2nn(C)c(=O)c3ccccc23)cc1[N+](=O)[O-] | i | i | -9.4 | -3.7 | i | i | i | i | -5.19* | i | i
8 | Cc1nc2ccccn2c1-c1ccnc(SCc2ccc(Cl)cc2)n1 | i | i | -1.8 | -21.3 | i | i | i | i | i | i | i
9 | O=C(NN1CCOCC1)c1ccc([N+](=O)[O-])cc1 | i | i | -3.9 | -2.0 | i | i | i | i | i | i | i
10 | CCCn1c(C(C)Nc2nc(-c3ccc(C)cc3)cs2)nc2cc(Cl)c(Cl)cc21 (centres undefined) | i | i | 30.4 | 6.1 | i | i | i | i | i | i | i
11 | COc1ccccc1CNC(=O)c1[nH]c(C)c(C(C)=O)c1C | i | i | -1.4 | -0.6 | i | i | i | i | i | i | i
12 | COCc1nnc(NC(=O)c2ccccc2Oc2ccccc2)s1 | i | i | -3.3 | 1.1 | i | i | i | i | i | i | i
13 | COCCNC(=O)CCC1CCN(Cc2ccc(-c3ccccc3)cc2)CC1 | i | i | 0.6 | -4.5 | i | i | i | i | i | i | i
14 | Cc1ccc(CNC(=O)c2ccc(Cn3cc(-c4ccc(C)cc4)nc3-c3ccncc3)cc2)cc1 | i | i | 24.6 | 1.3 | i | i | i | i | i | i | i
15 | Cc1nn(-c2ccccc2Cl)c(Cl)c1/C=C(\C#N)C(N)=O | i | i | 1.4 | 1.0 | i | i | i | i | i | i | i
16 | CCOC(=O)c1c(NC(=O)C(=O)N/N=C/c2ccccc2OC)sc2c1CCCCC2 | i | i | 13.7 | · | i | i | i | i | i | i | i
17 | O=C(NC1CCCCCC1)c1cccnc1Sc1ccc(Cl)cc1 | i | i | -4.8 | -3.7 | i | i | i | i | i | i | i
18 | CC(=O)c1ccc(NC(=S)Nc2ccc3[nH]c(=O)[nH]c3c2)cc1 | i | i | 0.4 | -6.4 | i | i | i | i | i | i | i
19 | Cc1ccc(-c2cc(C(=O)O)c3sc(N4CCCCC4)nc3n2)cc1 | i | i | 18.6 | -53.4 | i | i | i | i | i | i | i
20 | Cc1cc(=O)n2[nH]c(NCc3ccccc3F)nc2n1 | i | i | 4.5 | 6.6 | i | i | i | i | i | i | i
21 | CCOC(=O)C1CCN(C(=O)CCS(=O)(=O)Cc2ccccc2)CC1 | i | i | -3.2 | 3.1 | i | i | i | i | i | i | i
22 | C=CCSc1nsc(NC(=O)Nc2cccc(C(C)=O)c2)n1 | i | i | 19.2 | 1.8 | i | 100* | i | i | i | i | i
23 | O=C(CSc1nnc(-c2ccccc2O)n1Cc1ccccc1)NNC(=O)c1ccccc1O | i | i | 8.3 | -4.3 | i | i | i | i | i | i | i
24 | Cc1ccc2[nH]c(=O)c3cc(C(=O)N(C)c4ccccc4C)sc3c2c1 | i | i | 4.2 | -4.2 | i | i | i | i | i | i | i
25 | Cc1cn(C2OC(COC(=O)c3ccccc3)C(OC(=O)c3ccccc3)C2OC(=O)c2ccccc2)c(=O)[nH]c1=O (centres undefined) | i | i | 14.7 | · | i | i | i | i | i | i | i
26 | CCCCn1nc(NS(=O)(=O)c2cccc3nonc23)c2cc3cccc(C)c3nc21 | i | i | 37.1 | -1.0 | i | i | i | i | i | 7.08* | i
27 | CCN(CC)CCNS(=O)(=O)c1ccc2c3c(cccc13)C(=O)N2 | i | i | -5.7 | -29.8 | i | i | i | i | i | i | i
28 | CC(C)[C@H]1COCCS(=O)(=O)N1Cc1cccc(Cl)c1 | i | i | 3.4 | -4.1 | i | i | i | i | i | i | i
29 | Cc1nc(SCC(=O)NC2CCCCC2)[nH]c(=O)c1C | i | i | -9.1 | 1.4 | i | i | i | i | i | i | i
30 | COc1cccc(OC)c1C(=O)N1CCN(C(=O)c2ccc(-c3ccccc3)cc2)CC1 | i | i | 1.8 | 4.9 | i | i | i | i | i | i | i
31 | COc1ccc(N2CCN(C(=O)c3cc(=O)[nH]c4ccccc34)CC2)cc1 | i | i | -14.6 | -1.6 | i | i | i | i | i | i | i
32 | COc1cccc(C2(O)CCN(C(=O)C(C)C)CC2)c1 | i | i | -9.7 | -5.6 | i | i | i | i | i | i | i
33 | Cc1ccc(C(=O)N2CCN(Cc3nc4sc5c(c4c(=O)[nH]3)CCCC5)CC2)cc1 | i | i | 7.0 | 5.7 | i | i | i | i | i | i | i
34 | CC(c1nccs1)N(C)C(=O)c1ccc(OC2CCN(CCc3ccccc3)CC2)cc1 (centres undefined) | i | i | -2.7 | -3.6 | i | i | i | i | i | i | i
35 | Cc1cccc(OCc2nnc(SCC(=O)Nc3cccc(C(=O)N4CCOCC4)c3)n2C)c1C | i | i | 6.7 | -5.2 | i | i | i | i | i | i | i
36 | CN(C)c1nnc(-c2ccc(Cl)cc2)o1 | i | i | -3.8 | -27.0 | i | i | i | i | i | i | i
37 | Cc1cc(Br)c(NC(=O)COC(=O)CSc2nnc(-c3ccc(Cl)cc3)o2)c(Br)c1 | i | i | 10.9 | -2.1 | i | i | i | i | i | i | i
38 | O=C(COC(=O)c1ccc([N+](=O)[O-])cc1)Nc1cccnc1Cl | i | i | -1.4 | -3.6 | i | i | i | i | i | i | i
39 | CC1=C(C(=O)OCc2ccccc2)C(c2cccnc2)c2c(n(C)c(=O)n(C)c2=O)N1 (centres undefined) | i | i | 0.6 | -4.0 | i | i | i | i | i | i | i
40 | COc1ccc(OC)c(C(c2nnnn2CC2CCCO2)N2CCN(C)CC2)c1 (centres undefined) | i | i | -0.1 | 0.6 | i | i | i | i | i | i | i
41 | Cc1ccc(NC(=O)C(=O)NCCCN2CCOCC2)c(C)c1 | i | i | -1.1 | · | i | i | i | i | i | i | i
42 | O=C(Nc1ccc(Cl)c([N+](=O)[O-])c1)c1cnccn1 | i | i | -1.1 | · | i | i | i | i | i | i | i
43 | CCN1CCN(c2ccc(S(=O)(=O)N3CCOCC3)cc2NC(=O)c2ccc(Cl)s2)CC1 | i | i | -6.3 | 6.5 | i | i | i | i | i | i | i
44 | C#CCOCCOCCOCCNc1nc(N2CCN(C(=O)[C@H]([C@@H](C)CC)n3cc([C@@H](N)Cc4ccc(O)cc4)nn3)CC2)nc(N2CCN(C(=O)[C@H](CCCCN)n3cc([C@@H](N)C(C)CC)nn3)CC2)n1 (some centres undefined) | i | i | 7.4 | 3.5 | i | i | i | i | i | i | i
45 | COc1ccc(-c2cc(C(=O)Nc3cc(C)on3)no2)cc1 | i | i | 0.3 | -2.7 | i | i | i | i | i | i | i
46 | CCN1C(=O)/C(=C/C=C2/Sc3ccc4ccccc4c3N2CCO)SC1=S | i | i | 9.4 | -1.7 | i | i | i | i | i | i | i
47 | Cc1cc(C)nc(N2CCCC(C(=O)NC3CC3)C2)n1 (centres undefined) | i | i | -2.2 | 0.8 | i | i | i | i | i | i | i
48 | COc1ccc(C(=O)Nc2ccc3oc(Cc4ccc(Cl)cc4)nc3c2)cc1OC | i | i | 17.5 | 7.3 | i | i | i | i | i | i | i
49 | Cc1cc(C)cc(Nc2cc(=O)n(C3CCCCC3)c(=O)[nH]2)c1 | i | i | 7.1 | -6.1 | i | i | i | i | i | i | i
50 | COCC(=O)NC(c1ccccc1)c1ccccc1 | i | i | 1.8 | 2.6 | i | i | i | i | i | i | i
51 | O=C(CSc1nc2ccccc2o1)N1c2ccccc2Sc2ccc(C(F)(F)F)cc21 | i | i | 10.3 | 0.1 | i | i | i | i | i | i | i

One compound at a time, from the list above. Order of screens: MrgX1 agonist	TRPC6 act	SKKanGAS inh	HDAC3 inhib	ANO1 activ	ANO1 block	RGS4 block	RGS4 act	TRPC6 inh	MrgX1 allo act	MrgX1 antag
`O=C(NN1CCOCC1)c1ccc([N+](=O)[O-])cc1` in the list: i	i	-3.9	-2.0	i	i	i	i	i	i	i
`Cc1cc(C)cc(Nc2cc(=O)n(C3CCCCC3)c(=O)[nH]2)c1` in the list: i	i	7.1	-6.1	i	i	i	i	i	i	i

Screening data (PubChem)

Not a hit list; any-hit rate near 6.7%.
